TrxR1 substrate: substrates of rat thioredoxin reductase 1 | purified TrxR1 substrate turnover, NADPH consumption readout | 390,000 tested, 0.01% active | Potency, µM (titrated, usually from 114 µM), inactives show at the highest dose activity change, negative = substrate turnover | O89049 | AID 588456; note: potency is the fitted concentration of half-maximal effect; % is set by controls: 0 for no effect and ±100 for the full control effect; nearly all actives have a fitted effect of over 50% in size
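Rat TrxR1, dispensed at 90 nM, was prereduced with 400 uM NADPH (final) for 5 min at ~22 deg C, then incubated with compound 15 min before 400 uM selenite. A first-read NADPH fluorescence drop versus no-compound background flagged substrates.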
LDHA inh: LDHA (human) enzyme inhibition. P00338. purified LDHA, NADH/diaphorase-resazurin fluorescence; hits give low values. AID 1347041. activity change, % (values are at about 110 or 230 µM). 480,000 tested, 0.15% active; in the data active = activity change below about -30%; inconclusive = mostly about -25% to -30%;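 note: plate controls were DMSO wells for no effect and wells without enzyme for full effect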
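Human LDH5 at 2 nM final in Tris HCl pH 7.4 with 0.06 mM NADH and 0.2 mM pyruvate, reacted 5 minutes at room temperature. Remaining NADH coupled via diaphorase/resazurin; resorufin fluorescence read at 0 and 20 minutes, normalized to enzyme-free and DMSO wells.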
rTrxR1 inhibitor: inhibitors of rat thioredoxin reductase 1. recombinant rTrxR1, NADPH fluorescence consumption, selenite substrate. Potency, µM (highest dose often 114 µM), inactives show top-dose activity change, negative = inhibition, hits mostly inhibitors. 390,000 tested, 1% active. AID 588453; note: potency is the fitted concentration of half-maximal effect; % is set by controls: 0 for no effect and ±100 for the full control effect; nearly all actives have a fitted effect of over 65% in size
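Rat TrxR1 (90 nM in the dispensed reagent) was pre-reduced with 400 uM NADPH for 5 min at room temperature, then incubated with compound for 15 min. After 400 uM selenite was added, NADPH fluorescence (Ex 340/Em 450 nm) was followed for 8 min.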
IDH1 R132H inh: inhibitors of human mutant IDH1 R132H; Potency, µM (titrated, usually from 76.6 µM), inactives show top-dose activity change, negative = inhibition, most hits filed as inhibitors; 390,000 tested, 0.093% active; O75874; IDH1-R132H enzyme, NADPH consumption, diaphorase/resazurin fluorescence; note: potency is the fitted concentration of half-maximal effect; % is set by controls: 0 for no effect and ±100 for the full control effect; nearly all actives have a fitted effect of over 65% in size
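IDH1-R132H (0.5 ug/mL dispensed) in pH 7.5 Tris buffer was preincubated 30 min with compound, then given a substrate mix of 0.016 mM NADPH and 2 mM alpha-KG for 80 min at room temperature; remaining NADPH was read by diaphorase/resazurin fluorescence.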
Vif-A3G inh: inhibitors of Vif-APOBEC3G interaction; Q9HC16; 410,000 tested, 0.076% active; HeLa A3G-eYFP + Vif (tagged APOBEC3G with the HIV-1 protein that degrades it), YFP fluorescence, overnight; AID 602310; Potency, µM (top dose mostly 46.1 µM), for inactives: at the top dose activity, negative = active, hits mostly inhibitors;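 note: potency is the fitted concentration of half-maximal effect; % is set by controls: 0 for no effect and ±100 for the full control effect; nearly all actives have a fitted effect of over 60% in size; hits raise eYFP signal because A3G escapes Vif-driven loss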
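Read-out is eYFP fluorescence (Ex 488/Em 500-530) from Vif-expressing HeLa A3G-eYFP cells; more signal means A3G escaped Vif-mediated degradation. Cells plated overnight, compound pinned in, incubated overnight at 37 deg C.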
Glioma ERSR ind: ER stress response induction in glioma; U87-MG GRP78 promoter luciferase reporter, 16 h; Potency, µM, for inactives: at the highest dose activation, usual class: activators; 420,000 tested, 0.02% active; AID 602332; note: potency is the fitted concentration of half-maximal effect; series mostly up to about 76 µM; % of control where 0% means no effect; nearly all actives have a fitted effect of over 35% in size
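Stably transfected U87-MG glioma cells carrying a GRP78-based luciferase sensor; 16 h compound incubation. Luminescence end-point read 10 min after Bright-Glo addition at room temperature.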
Vif-APOBEC3F blk: inhibitors of Vif-A3F interaction; HeLa A3F-eYFP + Vif (tagged APOBEC3F with the HIV-1 protein that degrades it), YFP fluorescence increase; Potency, µM (doses to about 46.1 µM), without a hit: top-dose activity, negative = active; 390,000 tested, 0.2% active; note: potency is the fitted concentration of half-maximal effect; % of control where 0% means no effect; nearly all actives have a fitted effect of over 65% in size
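HeLa cells stably expressing A3F-eYFP plus Vif, plated and incubated overnight at 37 deg C, then exposed to compounds overnight at 37 deg C. Blocked degradation read as raised yellow fluorescence (Ex 488/Em 500-530).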
RGS4 inh: inhibitors of human regulator of G protein signaling 4; P49798; Transcreener GDP fluorescence polarization, RGS4-accelerated GTP hydrolysis; Potency, µM (top dose mostly 114 µM), inactives show at the highest dose activity change, negative = inhibition, most hits filed as inhibitors; 390,000 tested, 0.039% active; AID 504845; note: potency is the fitted concentration of half-maximal effect; % is set by controls: 0 for no effect and ±100 for the full control effect; nearly all actives have a fitted effect of over 75% in size; some results filed as inactive show a strong effect at the top dose
Target sequence (P49798 whole entry, looked up): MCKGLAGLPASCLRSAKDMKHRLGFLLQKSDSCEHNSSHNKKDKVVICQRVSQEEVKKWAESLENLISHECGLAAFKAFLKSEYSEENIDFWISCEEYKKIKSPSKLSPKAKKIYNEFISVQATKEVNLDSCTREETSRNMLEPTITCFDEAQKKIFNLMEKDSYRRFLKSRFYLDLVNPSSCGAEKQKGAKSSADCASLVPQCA
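MLSMR compounds (23 nl, pin-transferred) preincubated 10 min at room temperature with a 500nM (2x) first reagent, then RGS4 at 900nM (2x) plus Transcreener GDP mix added; fluorescence polarization (620/688 nm) read before and after 90 min at 30 °C.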
USP1-UAF1 inh: blocks the human USP1/UAF1 deubiquitinase complex; Potency, µM (top dose mostly 57.1 µM), without a hit: top-dose activity change, negative = inhibition, most hits filed as inhibitors; 390,000 tested, 0.23% active; recombinant USP1/UAF1, Ub-Rhodamine cleavage fluorescence; O94782; note: potency is the fitted concentration of half-maximal effect; % is set by controls: 0 for no effect and ±100 for the full control effect; nearly all actives have a fitted effect of over 60% in size; inactives centre near -12
Target sequence (O94782 whole entry, looked up): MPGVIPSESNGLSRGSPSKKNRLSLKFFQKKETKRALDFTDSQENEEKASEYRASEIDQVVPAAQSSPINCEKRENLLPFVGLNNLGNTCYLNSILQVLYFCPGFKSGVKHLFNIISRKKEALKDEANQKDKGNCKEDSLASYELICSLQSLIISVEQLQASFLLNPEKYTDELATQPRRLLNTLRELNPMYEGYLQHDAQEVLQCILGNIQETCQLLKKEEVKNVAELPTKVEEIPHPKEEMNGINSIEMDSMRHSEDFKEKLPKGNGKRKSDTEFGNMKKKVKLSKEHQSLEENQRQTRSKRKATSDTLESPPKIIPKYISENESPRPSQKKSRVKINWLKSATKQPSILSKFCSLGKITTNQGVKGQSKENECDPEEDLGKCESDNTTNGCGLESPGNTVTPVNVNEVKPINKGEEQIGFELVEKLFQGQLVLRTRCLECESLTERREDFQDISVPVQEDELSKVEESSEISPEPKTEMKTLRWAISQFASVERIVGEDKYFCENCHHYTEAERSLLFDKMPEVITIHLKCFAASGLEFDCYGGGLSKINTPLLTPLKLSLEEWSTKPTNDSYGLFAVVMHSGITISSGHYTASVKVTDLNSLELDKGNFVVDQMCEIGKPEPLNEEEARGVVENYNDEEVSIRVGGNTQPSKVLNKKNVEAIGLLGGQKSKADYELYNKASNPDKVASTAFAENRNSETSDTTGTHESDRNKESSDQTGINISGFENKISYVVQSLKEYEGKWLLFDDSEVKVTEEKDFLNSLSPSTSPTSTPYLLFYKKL
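In this screen, compounds sit with the deubiquitinase complex (1nM) for 15 min at room temperature before Ub-Rho is added at 150nM final. Fluorescence rise is then followed for 6 reads every 60 seconds.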
* = called active by the depositor; u = inconclusive; x = not tested or not shown; & = joins results of further samples; [ ] = remark or other dose. Unless noted, calls come from the whole dose curve; as a rule, active = well fitted curve in the direction sought with a large enough effect; inconclusive = small, poorly fitted or top-dose-only effect, or another doubt; inactive = no such curve, though single readings can be large; an effect the other way counts as inactive or inconclusive. These rows are one share of the data (hit frequency here may not be typical).

mol	IDH1 R132H inh	TrxR1 substrate	RGS4 inh	Vif-APOBEC3F blk	USP1-UAF1 inh	rTrxR1 inhibitor	Vif-A3G inh	LDHA inh	Glioma ERSR ind
COc1ccc(OCC(=O)Nc2ccc(Cl)c(-c3nc4ncccc4o3)c2)cc1	-4%	9%	-24%	-4%	-26%	38%[activator]	-2%	-2	-3%
Cn1cccc1CC(=O)N/N=C/C=C/c1ccccc1	4%	-10%	u	4%	-9%	-28%	-7%	-1	1%
CCOc1ccc(N)cc1OC	-4%	1%[57.1 µM]	-5%	-7%	-20%	16%[57.1 µM]	-2%	18	-1%
O=C(O)C1[C@H]2C(=O)N(Cc3cccs3)C[C@]23C=C[C@H]1O3 (stereo partly drawn)	2%	-1%	-12%	3%	-18%	10%	-2%	2	-4%
CC(NC(=O)COc1ccccc1)C(=O)OCC(=O)c1cc2ccccc2o1 (stereo not drawn)	1%	-8%	-22%	x	-11%	u	1%	-4	0%
CC(C)OCCCNC(=O)c1nn(C)c2c1CSc1ccccc1-2	12%	-5%	10%	-7%	-2%	7%	6%	-6	0%
COc1ccc(Cl)cc1NC(=O)COC(=O)c1cc(C)oc1C	-5%	5%	-47%	3%	-14%	13%	-8%	-4	-3%
Cc1ccc(C(=O)NNS(=O)(=O)c2ccccc2[N+](=O)[O-])cc1	0%	-11%	-14%	-8%	-7%	11%[57.1 µM]	-4%	0	1%
CC(C)N1CC2(CC(c3ccccc3F)=NO2)CN1C(=O)c1ccco1 (stereo not drawn)	-3%	x	x	0%	-10%	x	-5%	-15	-2%
O=c1oc2ccccc2c(NCc2cccc(F)c2)c1[N+](=O)[O-]	2%	2%	25%	-5%	-9%	15%	0%	-13	-2%
CCOC(=O)C1(C)C=C(Nc2ccc(C(N)=O)cc2)C(=O)N1c1ccccc1 (stereo not drawn)	-12%	2%	1%	2%	u	10%	-8%	0	-2%
COc1ccc(C2Nc3ccccc3C(=O)N2NS(C)(=O)=O)c(OC)c1 (stereo not drawn)	6%	103%[activator]	u	-3%	-19%	14%	2%	1	1%
CCOC(=O)c1cnc2c(C)cc(C)cc2c1Nc1ccc(OCc2ccccc2)cc1	0%	10%	10%	-13%	3%	24%	-1%	-4	-2%
CCCC(O)(CCN(C)C)c1ccc(OC)cc1 (stereo not drawn)	5%	9%[57.1 µM]	-5%[11.4 µM]	3%	-13%	u	-1%	-4	-5%
COc1cccc(NC(=O)CSC2=Nc3ccccc3N=C(c3ccc(F)cc3)C2)c1	-7%	-1%[57.1 µM]	27%	-1%	-23%	18%[57.1 µM]	-7%	-3	-1%
Cc1cc2ccccn2c1C(=O)c1ccc(Cl)cc1	8%	7%	-13%	-1%	-15%	28%	1%	-5	6%
O=C1CC(C(=O)Nc2ccccc2)S/C(=N\N=C\c2ccco2)N1 (stereo not drawn)	1%	5%[57.1 µM]	-22%	6%	-11%	-2%[57.1 µM]	0%	-10	-2%
CCN(CC)CC(O)Cn1c2ccccc2c2ccccc21 (stereo not drawn)	2%	8%[57.1 µM]	-4%	-17%	4%	5%[57.1 µM]	1%	-2	-4%
CCCCN(C(=O)Oc1ccccc1)C1CCS(=O)(=O)C1 (stereo not drawn)	5%	-1%[57.1 µM]	8%	-10%	-5%	-6%[57.1 µM]	0%	0	-1%
COc1cccc(CN(C)CC(=O)NNC(=O)c2ccc(Cl)cc2)c1	5%	9%	9%	5%	0%	24%	-5%	4	2%
Cc1noc(C)c1NC(=O)Nc1cccc2c1O[C@@H](CN(C)Cc1ccc3c(c1)OCO3)[C@@H](C)CN([C@H](C)CO)C2=O	18%	7%	3%	4%	-27%	-6%	1%	1	-4%
COc1cc(NC(=O)CN2C(=O)NC(C)(c3ccc4ccccc4c3)C2=O)c(C)cc1[N+](=O)[O-] (stereo not drawn)	1%	-9%	-27%	9%	-23%	-4%	-2%	-4	-3%
COC(=O)CSc1nc2c(cnn2-c2ccc(F)cc2)c(=O)[nH]1	-8%&10%	3%	5%&-2%	8%&-4%	-17%&14%	24%	-6%&1%	-8&-5	-1%&-4%
O=C(NC1CCCCC1)C(=S)NCc1ccccc1	0%	-1%	-25%	16%	-28%	26%	-4%	-2	6%
CCN(CC)c1nc2ccccc2nc1C(=O)Nc1ccc(C(C)=O)cc1	0%	-4%[57.1 µM]	-5%	-3%	-18%	5%[57.1 µM]	-20%	-9	-2%
O=C(c1ccccc1)c1ccc(C(=O)N2CCN(c3ccccc3)CC2)cc1	9%	-6%	-4%	-2%	-17%	-5%	4%	-2	1%
Cc1cc(NC(=O)COC(=O)C(Cc2ccccc2)NC(=O)c2ccco2)no1 (stereo not drawn)	2%	-4%	-27%	4%	-11%	-17%	8%	0	1%
CC(C)c1ccc(NC(=O)CNC(=O)Cn2ccc3ccccc3c2=O)cc1	3%&-7%	11%&9%	-17%&23%	0%&1%	-13%&-2%	26%&25%	1%&5%	7&-12	-2%&-2%
CCC(=O)N/N=C/c1ccc(-c2ccc([N+](=O)[O-])cc2)o1	0%	-13%	5%	0%	-18%	-10%	-1%	-10	2%
C#CCn1c(C2CC(=O)N(c3ccc(OCC)cc3)C2)nc2ccccc21 (stereo not drawn)	0%	2%	1%	-3%	u	6%	-5%	3	-1%
O=C(Cc1c[nH]c2ccccc12)NC1(C(=O)NC2CCCC2)CCCCC1	3%	5%[57.1 µM]	-9%	-3%	-9%	16%[57.1 µM]	7%	-3	-1%
CNC(=O)c1cc(Nc2nnc(-c3ccc(C)c(S(N)(=O)=O)c3)c3ccccc23)ccc1OC	-3%	9%[57.1 µM]	-16%	15%	-7%	6%	-8%	0	-3%

2 compounds from above, showing only LDHA inh:
Structure	LDHA inh
Cc1cc(NC(=O)COC(=O)C(Cc2ccccc2)NC(=O)c2ccco2)no1 (stereo not drawn)	0
CC(C)c1ccc(NC(=O)CNC(=O)Cn2ccc3ccccc3c2=O)cc1	7&-12

New compounds follow.
mol	IDH1 R132H inh	TrxR1 substrate	RGS4 inh	Vif-APOBEC3F blk	USP1-UAF1 inh	rTrxR1 inhibitor	Vif-A3G inh	LDHA inh	Glioma ERSR ind
Cc1ccccc1Cn1c2ccccc2c2cn[nH]c(=O)c21	15%	-4%	7%	0%	-8%	-5%	-17%	-5	-4%
Cc1ccc(N=CC2=C(O)CC(c3ccco3)CC2=O)cc1 (stereo not drawn)	4%	5%	-53%	-5%	-11%	-14%	2%	0	7%
O=C(Nc1ccccc1OC(=O)c1ccc(Cl)cc1)c1ccc(Cl)cc1	7%	4%	-28%	1%	-10%	2%	-3%	-3	9%
CCOc1ccccc1/C=C/C(=O)N1CCN(C(=O)c2ccco2)CC1	10%	11%[57.1 µM]	14%	2%	1%	-40%	1%	-6	-1%
CC1CCN(S(=O)(=O)c2ccc(C(=O)Nc3ncccc3O)cc2)CC1	-5%	-7%	-6%	-16%	-19%	-10%	1%	-3	8%
COc1cccc(/C=C/c2nc(S(=O)(=O)c3ccccc3)c(N3CCC(C(N)=O)CC3)o2)c1	-8%	x	x	4%	-30%	x	-9%	1	-1%
Cc1cc(C(=O)OCc2nnc(-c3ccccc3)o2)c(C)n1-c1ccccc1	1%	7%	-8%	-9%	-15%	20%	1%	-5	4%
Cc1cccc(-c2noc(-c3ccc(NCC4CCCO4)c([N+](=O)[O-])c3)n2)c1 (stereo not drawn)	-5%	-15%	40%	0%	5%	-4%	3%	-8	0%
CCOC(=O)C1CCN(c2ncnc3c2[nH]c2cccc(OC)c23)CC1	9%	265%[activator]	4%	x	-20%	-30%	-10%	1	-1%
CCc1ccccc1NC(=O)CN(C)C(=O)COc1ccc(C)nc1[N+](=O)[O-]	-2%	-3%	16%	-2%	1%	9%	-2%	-4	-3%
CC(NC(=O)COC(=O)c1ccc[nH]c1=O)c1ccccc1 (stereo not drawn)	0%	3%[57.1 µM]	20%	-7%	12%	3%[2.29 µM]	1%	-3	-4%
OC1C2CCC(C2)C1CN1CCOCC1 (stereo not drawn)	-1%	7%[57.1 µM]	23%	-5%	-26%	-6%[2.29 µM]	-1%	-1	-4%
COc1ccc(NC2=NC(=S)N(c3cccc(C)c3)C23CCCCC3)cc1	2%	4%	-48%	-10%	-14%	10%	-3%	1	-3%
CC1CCCCC1NC(=O)COc1ncnc2sccc12 (stereo not drawn)	3%	0%	16%	2%	-3%	19%	0%	-13	-1%
O=C(CCC(=O)N(CC(=O)NC1CCCC1)c1cccc(F)c1)Nc1nccs1	11%	-3%	5%	-1%	-12%	-10%	5%	-5	-4%
O=C(CNC(=O)c1ccccc1)NCc1nc2ccccc2[nH]1	4%	6%	-17%	-4%	-5%	20%	0%	-10	-5%
O=C(NCC(=O)N1CCN(c2ccccc2)CC1)c1ccc(Cl)cc1	-1%	1%	0%	-2%	-24%	18%	6%	-2	2%
Cc1cc(C)n(-c2nc3ccccc3c(=O)n2OCC(=O)Nc2c(C)cccc2C)n1	3%	-5%[57.1 µM]	20%	-2%	-14%	9%[57.1 µM]	-6%	3	-3%

High-throughput results: PubChem, National Center for Advancing Translational Sciences (NCATS)
